PTAP TSG101 blk: qHTS Assay for Iinhibitors of HIV-1 Budding by Blocking the Interaction of PTAP/TSG101. Tumor susceptibility gene 101 protein (Homo sapiens), Q99816. 340,000 tested, under 10 active. AID 493005, 2010. Potency, µM (doses to about 115 µM), inactives show at the highest dose activity change, negative = inhibition, usual class: inhibitors. Fluorescence polarization, FITC-PTAP peptide / Tsg101 binding; active means well fitted inhibition curve with a large enough effect in the main read-out, with a control signal flat, not every such curve was filed as active; inconclusive means small, poorly fitted or top-dose-only effect, or effect the other way, or a change in a side signal; inactive means no such curve, though single readings can be large or run the other way; further: potency means the concentration at half of the fitted maximal effect; % of control where 0% means no effect
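FP read-out: FITC-PTAP peptide, 50 nM final, binding Tsg101 binding domain, 10 uM final; 20 min, r.t.; 10 mM HEPES pH 7.5, 0.15 M NaCl, 0.01% Tween 20, 3 mM EDTA, 0.1 mM TCEP.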
p53 reactivator: qHTS assay for re-activators of p53 using a Luc reporter; Potency, µM (top dose mostly 92.2 µM), for inactives: at the highest dose activity change, positive = activation, usual class: activators; H1299 p53-A138V BP100-luciferase reporter, luminescence, 24 h; AID 504706, 2011; hit rate 0.063% among 320,000; further: potency means the concentration at half of the fitted maximal effect; % of control where 0% means no effect; nearly all actives have a fitted effect of over 45% in size
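H1299 (p53-null), stable ts p53-A138V + BP100-Luc; 1000 cells/well, Opti-MEM/10% FBS; cpd 4 pt, 1:5; 24 h, 37 deg C, 5% CO2; detection reagent 10 min RT; luminescence.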
ELG1 repair inh: qHTS screen for small molecules that inhibit ELG1-dependent DNA repair in human embryonic kidney (HEK293T) cells expressing luciferase-tagged ELG1; HEK293T ELG1-luciferase reporter, luminescence, 16 h; DNA damage induced by 5-fluorouridine; Potency, µM (top dose mostly 46.1 µM), without a hit: at the top dose activity change, negative = inhibition, usual class: inhibitors; hit rate 2.3% among 330,000; further: potency means the concentration at half of the fitted maximal effect; on the % scale 0 is the no-effect control and ±100 the full control effect; nearly all actives have a fitted effect of over 55% in size
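Quantitative HTS, concentration-response format. 2,000 cells/well co-treated with 5-fluorouridine and compound, 16 hr in 5% CO2 at 37 °C; ONE-Glo luminescence read after 30 min.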
TCR activator: Activators of T cell receptors: qHTS campaign | primary human leukocytes, anti-CD3, IL-2 HTRF, 48 h | Potency, µM (doses to about 9.22 µM), inactives show top-dose activation of IL-2 secretion, actives largely listed as activators | 330,000 tested, under 10 active | AID 504894, 2011; further: % of control where 0% means no effect
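Using a-CD3 beads without co-stimulation, primary human leukocytes were exposed to compounds for 48 hr. An HTRF IL-2 kit measured the cytokine, with europium-to-d2 energy transfer producing emission at 665nm upon 320nm excitation.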
MLL CXXC-DNA inh: qHTS Fluorescence Polarization Assay for Inhibitors of MLL CXXC domain - DNA interaction | AID 2662, 2010 | Potency, µM (titrated, usually from 115 µM), for the others: top-dose activity change, negative = inhibition, actives largely listed as inhibitors | MLL-CXXC / FITC-HOXA9 DNA fluorescence polarization | hit rate 0.037% among 290,000 | Histone-lysine N-methyltransferase 2A (Homo sapiens), Q03164; active means well fitted inhibition curve with a large enough effect in the polarisation, with a control signal flat, not every such curve was filed as active; inconclusive means small, poorly fitted or top-dose-only effect, or effect the other way, or a change in a side signal; inactive means no such curve, though single readings can be large or run the other way; the % refers to the polarisation; further: potency means the concentration at half of the fitted maximal effect
Target sequence (Q03164 whole entry, looked up, the tested form may be a part): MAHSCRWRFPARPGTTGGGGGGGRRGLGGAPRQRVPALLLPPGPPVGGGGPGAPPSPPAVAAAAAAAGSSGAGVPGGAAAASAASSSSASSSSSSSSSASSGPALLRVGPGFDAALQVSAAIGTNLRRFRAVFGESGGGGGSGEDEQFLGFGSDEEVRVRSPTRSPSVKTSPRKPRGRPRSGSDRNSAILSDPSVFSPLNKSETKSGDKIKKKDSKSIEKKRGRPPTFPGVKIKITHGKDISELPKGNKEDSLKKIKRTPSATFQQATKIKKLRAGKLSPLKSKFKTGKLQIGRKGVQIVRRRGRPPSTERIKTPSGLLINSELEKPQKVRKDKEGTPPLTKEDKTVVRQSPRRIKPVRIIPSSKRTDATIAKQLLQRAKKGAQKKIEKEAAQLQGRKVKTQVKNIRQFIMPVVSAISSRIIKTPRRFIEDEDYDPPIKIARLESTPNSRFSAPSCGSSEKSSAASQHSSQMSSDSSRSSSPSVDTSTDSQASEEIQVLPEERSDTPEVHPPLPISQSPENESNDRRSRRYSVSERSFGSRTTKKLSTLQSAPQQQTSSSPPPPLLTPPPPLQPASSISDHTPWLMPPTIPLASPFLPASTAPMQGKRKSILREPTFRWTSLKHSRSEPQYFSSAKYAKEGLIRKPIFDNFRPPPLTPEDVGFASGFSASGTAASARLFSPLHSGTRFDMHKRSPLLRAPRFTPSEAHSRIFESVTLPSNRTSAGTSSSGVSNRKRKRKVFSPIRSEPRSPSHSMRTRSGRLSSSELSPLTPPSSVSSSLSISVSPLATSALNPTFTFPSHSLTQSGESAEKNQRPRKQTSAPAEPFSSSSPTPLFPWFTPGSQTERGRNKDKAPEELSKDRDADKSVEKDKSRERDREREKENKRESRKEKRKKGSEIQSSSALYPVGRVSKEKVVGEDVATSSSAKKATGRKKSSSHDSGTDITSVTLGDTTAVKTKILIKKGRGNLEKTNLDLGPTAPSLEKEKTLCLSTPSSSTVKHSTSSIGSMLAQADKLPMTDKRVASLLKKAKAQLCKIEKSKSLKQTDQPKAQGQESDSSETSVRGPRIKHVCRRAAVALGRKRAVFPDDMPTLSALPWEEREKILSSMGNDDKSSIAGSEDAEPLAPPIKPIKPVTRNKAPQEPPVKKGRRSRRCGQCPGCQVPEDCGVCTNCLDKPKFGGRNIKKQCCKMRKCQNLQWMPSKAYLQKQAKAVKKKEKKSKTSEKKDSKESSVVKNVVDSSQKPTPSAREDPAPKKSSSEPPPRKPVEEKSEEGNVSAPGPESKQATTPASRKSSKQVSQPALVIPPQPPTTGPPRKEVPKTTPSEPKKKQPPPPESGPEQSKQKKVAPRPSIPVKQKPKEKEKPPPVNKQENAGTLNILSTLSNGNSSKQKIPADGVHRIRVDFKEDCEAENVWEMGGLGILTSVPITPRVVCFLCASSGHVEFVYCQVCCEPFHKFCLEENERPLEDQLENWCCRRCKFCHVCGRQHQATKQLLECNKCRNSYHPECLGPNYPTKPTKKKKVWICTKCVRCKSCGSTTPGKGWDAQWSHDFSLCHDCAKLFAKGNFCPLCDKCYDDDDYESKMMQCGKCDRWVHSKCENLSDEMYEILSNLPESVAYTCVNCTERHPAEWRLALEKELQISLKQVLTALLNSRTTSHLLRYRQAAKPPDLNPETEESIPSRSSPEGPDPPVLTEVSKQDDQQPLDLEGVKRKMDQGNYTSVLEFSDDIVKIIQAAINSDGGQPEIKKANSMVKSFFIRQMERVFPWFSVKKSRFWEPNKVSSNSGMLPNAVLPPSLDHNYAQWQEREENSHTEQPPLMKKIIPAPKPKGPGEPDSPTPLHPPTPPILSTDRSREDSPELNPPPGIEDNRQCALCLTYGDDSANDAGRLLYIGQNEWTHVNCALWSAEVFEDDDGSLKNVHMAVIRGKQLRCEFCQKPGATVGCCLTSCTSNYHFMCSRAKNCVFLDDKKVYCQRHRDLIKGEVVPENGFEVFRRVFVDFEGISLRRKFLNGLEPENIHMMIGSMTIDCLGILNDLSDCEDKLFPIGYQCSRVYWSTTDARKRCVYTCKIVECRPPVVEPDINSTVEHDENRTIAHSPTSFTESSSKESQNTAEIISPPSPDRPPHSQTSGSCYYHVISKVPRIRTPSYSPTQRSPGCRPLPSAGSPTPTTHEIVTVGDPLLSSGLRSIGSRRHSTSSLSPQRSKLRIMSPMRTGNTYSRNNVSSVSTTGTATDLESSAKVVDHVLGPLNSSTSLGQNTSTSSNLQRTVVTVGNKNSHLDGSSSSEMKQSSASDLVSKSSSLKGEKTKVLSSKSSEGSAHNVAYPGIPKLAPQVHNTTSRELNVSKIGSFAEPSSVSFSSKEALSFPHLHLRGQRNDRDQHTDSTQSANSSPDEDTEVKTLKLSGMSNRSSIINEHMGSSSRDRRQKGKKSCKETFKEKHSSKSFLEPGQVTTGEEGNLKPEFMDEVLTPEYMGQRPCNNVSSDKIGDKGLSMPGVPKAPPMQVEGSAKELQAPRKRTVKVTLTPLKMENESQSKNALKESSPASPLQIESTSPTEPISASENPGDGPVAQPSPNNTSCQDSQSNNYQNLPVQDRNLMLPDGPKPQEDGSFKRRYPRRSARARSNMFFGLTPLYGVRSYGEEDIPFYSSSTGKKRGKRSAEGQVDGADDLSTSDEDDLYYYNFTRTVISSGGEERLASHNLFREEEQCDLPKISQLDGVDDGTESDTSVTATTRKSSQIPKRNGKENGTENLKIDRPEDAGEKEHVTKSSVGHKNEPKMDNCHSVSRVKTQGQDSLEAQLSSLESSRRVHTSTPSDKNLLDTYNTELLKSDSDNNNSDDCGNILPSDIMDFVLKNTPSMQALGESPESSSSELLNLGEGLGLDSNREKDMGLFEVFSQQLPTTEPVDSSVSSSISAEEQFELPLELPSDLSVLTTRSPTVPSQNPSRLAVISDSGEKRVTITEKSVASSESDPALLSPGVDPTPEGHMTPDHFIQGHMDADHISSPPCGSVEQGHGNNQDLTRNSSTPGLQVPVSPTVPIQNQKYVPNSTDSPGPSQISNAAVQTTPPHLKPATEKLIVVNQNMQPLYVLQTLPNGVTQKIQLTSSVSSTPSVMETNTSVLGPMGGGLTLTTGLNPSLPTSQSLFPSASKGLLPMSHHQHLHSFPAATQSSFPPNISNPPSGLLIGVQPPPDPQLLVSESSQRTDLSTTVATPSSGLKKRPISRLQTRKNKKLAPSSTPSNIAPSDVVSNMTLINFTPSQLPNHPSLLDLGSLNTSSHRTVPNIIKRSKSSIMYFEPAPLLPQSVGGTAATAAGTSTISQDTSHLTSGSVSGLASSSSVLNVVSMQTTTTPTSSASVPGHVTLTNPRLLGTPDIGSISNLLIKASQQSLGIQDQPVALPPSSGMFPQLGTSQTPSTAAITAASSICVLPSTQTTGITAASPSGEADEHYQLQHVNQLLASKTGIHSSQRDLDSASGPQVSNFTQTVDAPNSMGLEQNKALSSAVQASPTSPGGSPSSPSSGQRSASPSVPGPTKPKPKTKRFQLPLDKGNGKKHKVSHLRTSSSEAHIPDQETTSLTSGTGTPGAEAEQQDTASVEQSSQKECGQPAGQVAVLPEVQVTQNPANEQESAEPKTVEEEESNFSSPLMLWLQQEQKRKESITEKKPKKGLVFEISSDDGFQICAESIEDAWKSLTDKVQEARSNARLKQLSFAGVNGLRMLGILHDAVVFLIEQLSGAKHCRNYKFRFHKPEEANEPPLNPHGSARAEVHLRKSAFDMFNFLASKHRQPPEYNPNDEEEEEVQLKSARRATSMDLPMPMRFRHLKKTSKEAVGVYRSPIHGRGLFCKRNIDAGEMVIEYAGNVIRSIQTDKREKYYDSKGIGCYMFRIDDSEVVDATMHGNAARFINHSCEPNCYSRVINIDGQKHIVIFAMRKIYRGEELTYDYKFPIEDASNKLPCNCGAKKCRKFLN
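Fluorescence polarization: 7 uM MLL-CXXC (stock) preincubated 5 min with compounds, then 50 nM fluorescein-HOX-A9 DNA (stock) added; 30 min ambient. Buffer 50 mM Tris-HCl pH 7.5, 50 mM NaCl, 1 mM DTT, 0.05% BSA.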
B2AR arrestin: qHTS assay of beta-arrestin-biased ligands of beta2-adrenergic receptor; Potency, µM (titrated, usually from 46.1 µM), for inactives: top-dose activation, actives largely listed as activators; hit rate 0.02% among 330,000; beta-arrestin recruitment to beta2AR, cell-based reporter; Beta-2 adrenergic receptor (Homo sapiens), P07550; AID 492947, 2010;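 further: potency means the concentration at half of the fitted maximal effect; 0% = DMSO controls and full agonism = EC100 isoproterenol or metaproterenol; nearly all actives have a fitted effect of over 65% in size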
BRCA1 expr up: qHTS Assay to Identify Small Molecule Activators of BRCA1 Expression; Potency, µM (top dose mostly 46.1 µM), for the others: at the top dose activation, actives largely listed as activators; hit rate 1.1% among 380,000; MCF7-BRCA1-FFLuc reporter, luminescence, 48 h; response scale: scaled: vehicle 0%, 10 µM genistein 100%; further: potency means the concentration at half of the fitted maximal effect; nearly all actives have a fitted effect of over 80% in size; some results filed as inactive show a strong effect at the top dose
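Reporter cells (MCF7, BRCA1 promoter-firefly luciferase) received library compounds across a concentration series for 48 h. End-point luminescence was measured and concentration-effect curves derived after normalization.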
AT treatment: qHTS Assay for Identifying a Potential Treatment of Ataxia-Telangiectasia; […] A-T fibroblasts, KAP-1 phosphorylation AlphaLISA; neocarzinostatin DNA damage 30 min before lysis; Potency, µM (series often up to 57.5 µM), for the others: top-dose activation, most hits filed as activators; hit rate 0.19% among 320,000; further: potency means the concentration at half of the fitted maximal effect; % of control where 0% means no effect; nearly all actives have a fitted effect of over 45% in size
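ATM-like activity read as KAP-1 phosphorylation via AlphaLISA donor/acceptor antibody pairs after lysis and 6 hr at 25C. Cells were ATM-null patient fibroblasts ([…], hTERT), dosed 60 min, then exposed to the DSB inducer NCS for 30 min.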
TRPV1 ag: HTS Assay for Compounds that Act as Agonists of the Vanilloid Receptor 1; Transient receptor potential cation channel subfamily V member 1 (Homo sapiens), Q8NER1; TRPV1-expressing cells, Fluo-8 calcium influx, agonist mode; activation, % at 8.33 µM; hit rate 0.19% among 320,000; in the data active means activation above about 80%; inconclusive means between about 30% and that limit; further: 0% is about no effect
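TRPV1-expressing cells were cultured overnight at 35.5C and loaded with Fluo-8 calcium dye for 40 to 90 min at room temperature. After a 10 s baseline, compound was added and calcium influx was read kinetically for 3 min (ex 480/em 520 nm).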
Integrin act MD: qHTS for Activators of Integrin-Mediated Alleviation for Muscular Dystrophy; alpha7betagal myoblasts, beta-gal FDG fluorescence, 48 h; Potency, µM (titrated, usually from 38.3 µM), for inactives: at the top dose activation, hits mostly activators; hit rate 0.064% among 350,000; AID 624291, 2012;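 further: potency means the concentration at half of the fitted maximal effect; 100% = response of the positive control SU9516; nearly all actives have a fitted effect of over 60% in size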
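alpha7betagal+/- myoblasts (passage 13, 250/well) treated 48 h at 37C with compounds at 1:260 dilution of DMSO stock. Lysed, then beta-galactosidase activity read as FDG fluorescence (ex 480/em 540) after 30 min, with pre-read for autofluorescence.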
* hit, by the source's call; ? = inconclusive; . = no result given; [ ] = remark or other dose. Unless noted, the call rests on the fitted dose curve; in most records, active means well fitted curve in the direction sought with a large enough effect; inconclusive means small, poorly fitted or top-dose-only effect, or another doubt; inactive means no such curve, though single readings can be large; an effect the other way counts as inactive or inconclusive.

The line under a structure holds: PTAP TSG101 blk, p53 reactivator, ELG1 repair inh, TCR activator, MLL CXXC-DNA inh, B2AR arrestin, BRCA1 expr up, AT treatment, TRPV1 ag, Integrin act MD
> CCCN(c1ccc(C(C)C)cc1)S(=O)(=O)c1c(C)noc1C
  -3%, -2%, -15%, 5%, 6%, -0.2%, 0%, 2%, 11, 10%
> Cc1ccc(S(=O)(=O)NNC(=O)c2ccccc2-n2cccc2)cc1
  -3%, 5%, 2%, -4%, -8%, -0.6%, 14%, 8%, -2, 0%
> CCOC(=O)CC1C(=O)NCCN1S(=O)(=O)c1ccc(NC(C)=O)cc1 (stereo not given)
  -1%, -3%, 14%, 0%, ?, 0.5%, 8%, 6%, 1, ?
> O=C(NC1CCCC1)c1ccc2c(c1)N(Cc1ccccc1)CCS2
  -5%, 6%, ?, -7%, 0%, 0.0%, -22%, -4%, ?, 41%
> CC1=CC(C)(C)[N+](C)(C)c2ccccc21
  -4%, 6%, -3%, 10%, -1%, -0.2%, -29%, 6%[11.5 µM], -1, -24%
> Nc1ccc(C#Cc2ccc3sc4ccccc4c(=O)c3c2)cc1
  -2%, ., ., -5%, ., ., 89%, ., ., -6%
> O=C(/C=C/c1ccc(Cl)cc1)N(Cc1cccs1)C1CCS(=O)(=O)C1 (stereo not given)
  0%, -8%, ?, 0%, -23%, -0.6%, -12%, 16%, 20, -19%
> C/C(=N\NC(=O)c1nnn(-c2nonc2N)c1-c1ccc2c(c1)OCO2)c1ccc(C)cc1
  ?, -3%, 0%, -3%, 11%, -0.1%, -21%, -5%, -6, 0%
> O=C1NC(CCc2ccccc2)C(=O)N1CCOc1cccc(Br)c1 (stereo not given)
  -3%, -1%, -2%, 7%, 0%, -0.3%, -18%, -1%, 2, -41%
> c1ccc(-c2cncnc2)cc1
  1%, -2%, 24%, -4%, ., 0.0%, -1%, ?, 4, 2%
> C=CC#CC1(O)CC(C)[N+](C)(C)CC1C (stereo not given)
  0%, 0%, 15%, 0%, -1%, 0.5%, -1%, 1%, -5, ?
> CC(C)c1ccc(NC(=S)N2CCCC2)cc1
  1%, ?, ?, 2%, 5%, -0.5%, ?, -3%, ?, -7%
> COc1ccccc1/C=N/NC(=S)NCc1ccco1
  0%, -3%, 0%, 8%, 0%, 4.2%, -7%, -14%, -2, 21%
> Cn1c(SCC(=O)N2CCCc3ccccc32)nnc1-c1ccccc1
  -7%, -2%, 0%, -1%, 6%, -0.7%, 1%, -6%, -1, 14%
> CCOC(=O)CSc1nc2c(sc(=S)n2-c2ccccc2)c(=O)n1-c1ccc(OC)cc1OC
  -5%, -1%, ?, 5%, 1%, 0.3%, -18%, -10%, 3, -36%
> O=C(c1ccc(-n2cncn2)c([N+](=O)[O-])c1)N1CCN(S(=O)(=O)c2cccc(F)c2)CC1
  0%, -5%, ?, 0%, ., -0.8%, -7%, 3%, 9, -9%
> CCCC1C(c2ccc(OC)cc2)C(C#N)(C#N)C2(C#N)CC1(N)NC2=O (stereo not given)
  -7%, -2%, 5%, -2%, -1%, -3.8%, 2%, 7%, -1, -1%
> COc1ccc(CNc2nc3c(c(C(F)(F)F)n2)CCCCC3)cc1
  ., 0%, -18%, ., 6%, -0.5%, ., 5%, 1, .
> CSc1cccc(NC(=O)C2CCN(S(=O)(=O)c3cnc[nH]3)CC2)c1
  -4%, 1%, 14%, 0%, 10%, 0.2%, 12%, 11%, 0, 35%
> CC1=NN(c2ccccc2)C(=O)C1(C)C
  0%, -3%, 2%, 2%, 4%, 0.3%, 0%, 1%, 1, 17%
> COc1cc(C(=O)N(Cc2ccccc2)c2cccc(C)c2)ccc1OC(F)F
  ., -1%, -13%, 2%, 5%, 0.1%, -34%, 10%, 16, -7%
> C=C1CCN([C@@H](Cc2ccccc2)C(=O)NCCCc2ccccc2)S(=O)(=O)c2ccccc21
  -1%, ., ., -7%, ., ., -56%, ., ., -23%
> CC(C)OCCCNC(=O)c1ccc(N(C)S(C)(=O)=O)cc1
  -5%, 6%, 30%, 3%[46.1 µM], -1%, 0.0%, 19%, ., 2, 4%
> CCCCNC(=O)c1onc(CSc2cccc(OCC)c2)c1C(=O)O
  ., 3%, 1%, -5%, -1%, 0.9%, -1%, -4%, -4, -10%
> Nc1cccc(C(=O)N/N=C/c2ccsc2)c1
  -2%, 10%, ?, -4%, -1%, -0.1%, 18%, 5%, 3, 21%
> O=C(N1CCOCC1)N1CCN(c2ccccn2)CC1
  -4%, -5%, -3%, -2%, 3%, -0.2%, 0%, -3%, 2, -17%
> CCOC(=O)N1CCN(C(c2ccccc2)c2sc3nc(C)nn3c2O)CC1 (stereo not given)
  -3%, 9%, -3%, 8%[46.1 µM], 3%, -0.3%, -4%, -3%, 0, -9%
> Cn1c(NNC(=O)c2ccc(C(C)(C)C)cc2)cc(=O)n(C)c1=O
  -1%, 6%, 10%, -9%[46.1 µM], 2%, -0.1%, -9%, 5%, -1, -10%
> CC1CC(C)CN(C(=O)C(NS(=O)(=O)c2ccc(Br)s2)c2ccccc2)C1 (stereo not given)
  -2%, 4%, -15%, -1%[46.1 µM], -2%, -1.0%, -52%, 9%, ?, 4%
> COc1cccc2c(N/N=C/c3ccco3)cc(C)nc12
  -5%, 1%, 18%, -4%, -9%, 0.4%, 62%, -4%, 0, -3%

Random excerpt: 2 entries already listed
The line under a structure holds: PTAP TSG101 blk, p53 reactivator, ELG1 repair inh, TCR activator, MLL CXXC-DNA inh, B2AR arrestin, BRCA1 expr up, AT treatment, TRPV1 ag, Integrin act MD
> O=C(/C=C/c1ccc(Cl)cc1)N(Cc1cccs1)C1CCS(=O)(=O)C1 (stereo not given)
  0%, -8%, ?, 0%, -23%, -0.6%, -12%, 16%, 20, -19%
> CC(C)c1ccc(NC(=S)N2CCCC2)cc1
  1%, ?, ?, 2%, 5%, -0.5%, ?, -3%, ?, -7%

Next compounds follow:
The line under a structure holds: PTAP TSG101 blk, p53 reactivator, ELG1 repair inh, TCR activator, MLL CXXC-DNA inh, B2AR arrestin, BRCA1 expr up, AT treatment, TRPV1 ag, Integrin act MD
> CC(C#N)Sc1nc2ccccc2c(=O)n1-c1ccccc1 (stereo not given)
  -12%, -6%, 4%, -1%, -1%, 0.0%, -7%, 2%, -8, -12%
> COc1ccc(/C=N/NC(=O)c2sccc2C)c2ccccc12
  0%, ., ., -3%, ., ., 14%, ., ., 12%
> CCN1C(=O)[C@H]2[C@H]3[C@H](O)[C@H](O)C/C(=N\O[C@H](C)c4cn([C@H](CO)Cc5ccccc5)nn4)[C@@H]3CC[C@H]2C1=O
  ., 7%, 2%, ., 11%, 0.4%, ., -7%, -3, .
> COc1ccccc1-c1nnc(SCC(=O)Nc2ccc(Cl)cc2Cl)o1
  -4%, 2%, -3%, -2%, -1%, 0.3%, -44%, 1%, 3, 15%
> Cc1nc2ccccc2c(=O)n1Cc1ccc([N+](=O)[O-])cc1
  -4%, ., 3%, -3%, -5%, -0.3%, -6%, 13%, -2, -56%[inhibitor]
> Cc1cccc(-c2sc(Nc3ccccc3)n[n+]2-c2ccc(F)cc2)c1
  -1%, 10%, -8%, -1%, 23%, -0.5%, -21%, 3%, 1, -4%
> O=C(COc1ccc(C(=O)NCCN2CCOCC2)cc1)Nc1cccc(C(F)(F)F)c1
  -2%, -11%, 4%, -1%, ., -0.2%, 2%, 4%, 1, -19%
> COc1ccc(Cc2nc3ccc(C(=O)NCCc4ccncc4)cc3o2)cc1OC
  -2%, 2%, ?, 14%, 3%, 0.0%, -4%, -7%, 1, 42%
> CCn1c2ccccc2c2cc(NC(=O)COC(=O)c3cccc(S(=O)(=O)NC)c3)ccc21
  1%, -7%, 10%, 11%[46.1 µM], 0%, -0.8%, -4%, 2%, -3, 12%

Molecules shown so far that have a CF3 group (2):
The line under a structure holds: PTAP TSG101 blk, p53 reactivator, ELG1 repair inh, TCR activator, MLL CXXC-DNA inh, B2AR arrestin, BRCA1 expr up, AT treatment, TRPV1 ag, Integrin act MD
> COc1ccc(CNc2nc3c(c(C(F)(F)F)n2)CCCCC3)cc1
  ., 0%, -18%, ., 6%, -0.5%, ., 5%, 1, .
> O=C(COc1ccc(C(=O)NCCN2CCOCC2)cc1)Nc1cccc(C(F)(F)F)c1
  -2%, -11%, 4%, -1%, ., -0.2%, 2%, 4%, 1, -19%
